Screening results from PubChem.
GluA2 TARP mod – modulates AMPAR-stargazin complexes | HEK293 GluA2+stargazin, membrane potential dye (FDSS), glutamate EC50; hits were called plate by plate, in both directions | calls only at 30 µM | hit rate 3.5% among 40,000 | AID 1259245;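 active = any of four per-well response measures lying three or more SD from its plate-wide compound average, in either direction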
Target sequence (O88602 whole entry, looked up): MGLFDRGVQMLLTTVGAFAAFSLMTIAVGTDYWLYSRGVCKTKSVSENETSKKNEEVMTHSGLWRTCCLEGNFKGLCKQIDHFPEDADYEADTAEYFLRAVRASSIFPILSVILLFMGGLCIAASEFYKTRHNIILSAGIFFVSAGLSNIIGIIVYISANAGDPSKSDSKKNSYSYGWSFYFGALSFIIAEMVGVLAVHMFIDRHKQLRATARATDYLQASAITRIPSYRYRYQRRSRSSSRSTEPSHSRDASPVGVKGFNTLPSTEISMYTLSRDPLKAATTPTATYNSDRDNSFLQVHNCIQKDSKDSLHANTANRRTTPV
Target sequence (P19491 whole entry, looked up): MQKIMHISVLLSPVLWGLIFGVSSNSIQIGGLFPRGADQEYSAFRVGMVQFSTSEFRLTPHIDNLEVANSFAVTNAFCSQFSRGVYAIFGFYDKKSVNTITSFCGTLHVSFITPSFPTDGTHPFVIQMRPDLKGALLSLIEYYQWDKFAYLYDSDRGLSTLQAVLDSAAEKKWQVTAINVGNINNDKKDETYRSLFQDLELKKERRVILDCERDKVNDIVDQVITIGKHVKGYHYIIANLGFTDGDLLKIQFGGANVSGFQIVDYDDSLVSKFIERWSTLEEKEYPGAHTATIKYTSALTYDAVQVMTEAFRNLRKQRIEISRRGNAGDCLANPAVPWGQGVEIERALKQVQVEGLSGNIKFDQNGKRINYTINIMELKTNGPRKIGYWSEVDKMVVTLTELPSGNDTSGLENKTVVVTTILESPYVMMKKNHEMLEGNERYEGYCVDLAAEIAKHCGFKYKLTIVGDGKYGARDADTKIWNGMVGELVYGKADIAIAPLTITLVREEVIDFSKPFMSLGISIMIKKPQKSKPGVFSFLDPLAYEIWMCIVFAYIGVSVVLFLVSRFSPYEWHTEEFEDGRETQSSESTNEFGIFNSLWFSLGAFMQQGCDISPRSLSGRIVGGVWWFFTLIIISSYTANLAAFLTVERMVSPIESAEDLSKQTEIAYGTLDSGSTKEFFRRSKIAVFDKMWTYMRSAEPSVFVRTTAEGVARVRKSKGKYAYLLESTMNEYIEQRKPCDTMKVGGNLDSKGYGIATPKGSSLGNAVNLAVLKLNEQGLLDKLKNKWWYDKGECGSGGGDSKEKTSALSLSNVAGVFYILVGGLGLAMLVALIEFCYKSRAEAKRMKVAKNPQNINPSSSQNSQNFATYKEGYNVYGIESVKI
GluA2 TARP mod agonism max-min – recorded beside GluA2 TARP mod, whose call it bears; compound max-min signal; compound-alone response (agonism);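 unitless range of fluorescence divided by baseline over first 100 seconds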
GluA2 TARP mod glutamate slope – recorded beside GluA2 TARP mod, whose call it bears; glutamate slope, % of max; measured here: glutamate response slope, % max;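 scaled per plate between vehicle wells and maximal 1 mM glutamate control wells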
An asterisk follows results filed as active; i = inactive; + = active, no number; & = joins results of further samples. Only part of the results is shown; the hit share may differ from the screen's.

SMILES	GluA2 TARP mod	GluA2 TARP mod agonism max-min	GluA2 TARP mod glutamate slope
Cn1cccc1C(CNC(=O)C(=O)Nc1ccon1)N1CCCCCC1 (configuration not stated)	i	0.049	36
C=CCn1c(SCc2nc3ccccc3[nH]2)nc2ccccc2c1=O	i	0.043	60
COc1ccc(C(=O)Nc2sc3c(c2-c2nc4ccccc4s2)CCN(C(C)=O)C3)c(OC)c1	i	0.14	67
O=C(NCCCn1nc(-c2ccc(Cl)cc2)ccc1=O)c1ccc2ccccc2n1	i	0.067	69
COc1ccc(NC(=O)CC2SC(N)=NC2=O)cc1Cl (configuration not stated)	i	0.065	59
CC(=O)Nc1cccc(OC(=O)N(c2ccccc2)c2ccccc2)c1	i	0.11	49
Cn1c(-c2ccccn2)nn(CCNC(=O)Nc2cccs2)c1=O	i	0.14	58
COc1cc(NC(=O)Nc2cccc(N3CCCS3(=O)=O)c2)cc(OC)c1OC	i	0.077	60
COc1ccc2nc(-c3cccc(NC(=O)COc4ccc(C(C)=O)cc4OC)c3)cn2n1	i	0.093	65
O=C(CS(=O)(=O)c1cccs1)Nc1cccc(C(F)(F)F)c1	i	0.14	36
COC(=O)c1ccc(CSc2ccc(NC(=O)c3ccco3)nn2)o1	i	0.11	39
O=C(Cc1ccc(NC(=O)Nc2cccc(C(F)(F)F)c2)cc1)NCC(F)(F)F	i	0.091	51
COc1ccc2sc(N(Cc3cccnc3)C(=O)c3cc(C)no3)nc2c1	i	0.069	43
COc1ccc(S(=O)(=O)CCCC(=O)Nc2nc3c(s2)CC(C)CC3)cc1 (configuration not stated)	i	0.068	54
CC(C)(C)NC(=O)N1CCC(CNC(=O)COc2ccc(Cl)cc2)CC1	i	0.051	33
CCOC(=O)CNC(=O)CSc1ncnc2c1nnn2CC	i	0.042	40
CCOC(=O)c1ccc(NC(=O)COC(=O)c2cc(C(C)=O)n3ccccc23)cc1	i	0.086	54
COC(=O)c1ccc(C(=O)Nc2ccc3scnc3c2)cc1	i	0.086	54
CCSc1ccccc1C(=O)NCC1CCN(C(=O)c2cccnc2SC)CC1	i	0.061	50
CCOc1ccc(S(=O)(=O)NCC(O)(c2cccs2)C2CC2)cc1F (configuration not stated)	i	0.18	40
O=C(Cc1ccccc1Cl)Nc1ccc2c(c1)N(S(=O)(=O)c1ccc(F)cc1)CCC2	i	0.09	48
CCCOc1ccc(N2CCN(C(=O)c3cc4ccccc4oc3=O)CC2)nn1	i	0.094	52
Cc1cccc(C)c1NC(=O)C(=O)NCCc1ccc2c(c1)CCCN2C	i	0.1	73
O=C(CCN1C(=O)c2ccccc2S1(=O)=O)N1CCN(C(=O)c2ccco2)CC1	i	0.034	52

One compound at a time, from the list above. Screens in order: GluA2 TARP mod	GluA2 TARP mod agonism max-min	GluA2 TARP mod glutamate slope
Profile of CCOC(=O)CNC(=O)CSc1ncnc2c1nnn2CC : i	0.042	40
Profile of CCOc1ccc(S(=O)(=O)NCC(O)(c2cccs2)C2CC2)cc1F (configuration not stated) : i	0.18	40
Profile of COc1ccc(S(=O)(=O)CCCC(=O)Nc2nc3c(s2)CC(C)CC3)cc1 (configuration not stated) : i	0.068	54
Profile of CCCOc1ccc(N2CCN(C(=O)c3cc4ccccc4oc3=O)CC2)nn1 : i	0.094	52
Profile of COc1ccc2sc(N(Cc3cccnc3)C(=O)c3cc(C)no3)nc2c1 : i	0.069	43

Following part:
SMILES	GluA2 TARP mod	GluA2 TARP mod agonism max-min	GluA2 TARP mod glutamate slope
COC(=O)c1ccc2c(=O)n(CCC(=O)N3CCOCC3)c(=S)[nH]c2c1	+	0.24*	66*
COc1ccc(S(=O)(=O)N2CCN(c3ccc4nnc(-c5ccco5)n4n3)CC2)cc1	+	0.18*	41*
CCC(C)(C)OCC(O)CN1CCCC(C)C1 (configuration not stated)	i	0.1	57
O=C(NCCN1CCOC(c2ccccc2)C1)c1ccc(F)c(F)c1 (configuration not stated)	i	0.049	39
COc1cccc(-c2nnc3ccc(OCCNC(=O)c4ccccc4F)nn23)c1	i	0.12	66
O=C(NCCc1csc2nc(-c3cccc(F)c3)nn12)C1CC(=O)N(c2ccccc2)C1 (configuration not stated)	i	0.11	56
CC(=O)c1ccc(S(=O)(=O)N2CCC(c3cccs3)CC2)cc1	i	0.11	66
O=C(CSc1nccnc1N1CCSCC1)Nc1ccc2c(c1)OCO2	i	0.084&0.041	61&123
O=C(Nc1cccc(C(F)(F)F)c1)C1CCCN(C(=O)Nc2cccs2)C1 (configuration not stated)	+	0.18*	51*
COc1cc2c(cc1OC)CN(CC(O)COC1CCCC1)CC2 (configuration not stated)	i	0.1	56
CCOC(=O)c1ccccc1NC(=O)Cn1cnc(-c2cccs2)cc1=O	i	0.086	56
CSc1ccccc1NC(=O)C1CN(C(C)=O)C1	i	0.1	48
COc1ccc(CCNC(=O)CSc2nccn3nc(-c4ccccc4)cc23)cc1OC	i	0.13	64
O=C1C2CC=CCC2C(=O)N1c1ccc(Cl)cc1O (configuration not stated)	i	0.084	38
O=C(CSc1nnc(CCn2ccc(=O)[nH]c2=O)o1)c1ccc(F)c(F)c1	i	0.1	54
CCN(CC)CCNC(=O)C(=O)Nc1c2c(nn1C(C)(C)C)CS(=O)(=O)C2	i	0.075	86
O=S(=O)(NCC(O)(c1ccccc1)C(F)(F)F)c1ccc2c(c1)OCCO2 (configuration not stated)	i	0.21	45
COC(=O)Cn1c(=O)c2c(nc3n2CCN3c2ccc(C)cc2C)n(C)c1=O	i	0.092	68
COc1cc(-n2c(=O)c3ccccc3n(CC(=O)NCCc3ccccc3)c2=O)cc(OC)c1OC	i	0.11	73
COc1ccc(C(=O)Nc2ccc3c(c2)CCC(=O)N3)cc1	i	0.078	58
Cc1cc(NC(=O)C2CCCCN2S(=O)(=O)c2cccs2)n(C(C)C)n1 (configuration not stated)	i	0.078	56
CSCCC(C)(O)CNC(=O)/C=C/c1ccccc1 (configuration not stated)	i	0.13	50
CCCn1cc(SCC(=O)N2N=C(c3ccc(OC)cc3)CC2c2ccc(F)cc2)c2ccccc21 (configuration not stated)	i	0.084	76
Cc1ccc([N+](=O)[O-])cc1NC(=O)C(=O)NCC1CCCO1 (configuration not stated)	i	0.15	69

Five entries from above, ordered by number of heavy atoms, falling:
SMILES	GluA2 TARP mod	GluA2 TARP mod agonism max-min	GluA2 TARP mod glutamate slope
COc1cc(-n2c(=O)c3ccccc3n(CC(=O)NCCc3ccccc3)c2=O)cc(OC)c1OC	i	0.11	73
COc1ccc(CCNC(=O)CSc2nccn3nc(-c4ccccc4)cc23)cc1OC	i	0.13	64
CCN(CC)CCNC(=O)C(=O)Nc1c2c(nn1C(C)(C)C)CS(=O)(=O)C2	i	0.075	86
Cc1ccc([N+](=O)[O-])cc1NC(=O)C(=O)NCC1CCCO1 (configuration not stated)	i	0.15	69
O=C1C2CC=CCC2C(=O)N1c1ccc(Cl)cc1O (configuration not stated)	i	0.084	38

Further entries follow.
SMILES	GluA2 TARP mod	GluA2 TARP mod agonism max-min	GluA2 TARP mod glutamate slope
COc1ccc(-c2csc(NC(=O)c3cccc(C#N)c3)n2)cc1	i	0.13	69
O=C(NCC1(c2cccs2)CCOCC1)c1ccc2nsnc2c1	i	0.14	52
CCOC(=O)CNC(=O)CN1CCC(c2nnc(C(C)C)o2)CC1	i	0.097	58
COc1ccc(-c2cc(C(=O)N3CCN(C)CC3)c3c(C)nn(C4CCS(=O)(=O)C4)c3n2)cc1 (configuration not stated)	i	0.17	58
COc1ccccc1CCNC(=O)c1nc(-c2cnccn2)no1	i	0.12	57
COc1c(C)cc(S(=O)(=O)NCC(O)(c2ccco2)C2CC2)cc1C (configuration not stated)	i	0.14	65
CC(C)(C)n1nc2c(c1-n1cccc1)CN(C(=O)Cn1cnc3ccccc31)C2	i	0.079	58
CNC(=O)Cn1cc(-c2nnc(-c3ccco3)o2)c2ccccc21	i	0.14	61
COC(=O)c1ccccc1NC(=O)CCN1C(=O)c2ccccc2S1(=O)=O	i	0.055	63
CCC(C(=O)NCCOc1ccc2nnc(-c3ccc(OC)cc3)n2n1)c1ccccc1 (configuration not stated)	i	0.1	60
COc1ccccc1NC(=O)CN1CCN(c2nccn2-c2ccccc2F)CC1	i	0.032	26
Cc1cc(=O)[nH]c(-n2nc(C)c(CCC(=O)NCc3ccco3)c2C)n1	i	0.13	51
O=S(=O)(CCOc1ccc(F)cc1)Nc1nc2ccccc2s1	i	0.16	46
NCc1nnnn1C1CCCCC1	i	0.043	60
COc1ccc(CNC(=O)NCC(O)(c2ccco2)C2CC2)cc1 (configuration not stated)	i	0.084	61
CCc1ccc(S(=O)(=O)N2CCN(c3ncnc4c3nnn4C)CC2)s1	i	0.092	39
COc1ccc(S(=O)(=O)c2c(C)cc(C)n(CC(=O)Nc3cc(OC)cc(OC)c3)c2=O)cc1	i	0.058	71
C/C=C/c1c(F)c(F)c(Oc2ccc(NC(C)=O)cc2)c(F)c1F	i	0.055	26
CC(=O)Nc1ccc(NC(=O)c2cc(-c3ccco3)nc3c2c(C)nn3C2CCS(=O)(=O)C2)cc1 (configuration not stated)	i	0.045	30
Cc1cc(NS(=O)(=O)c2ccc([N+](=O)[O-])cc2)ccc1N1CCCCC1=O	i	0.066	43
COc1cccc(C(=O)Nc2ccc3c(c2)CCC(=O)N3CCC(C)C)c1	i	0.084	59
O=C(N(CCc1ccccc1)Cc1ccccn1)C12CC3CC(CC(C3)C1)C2	+	0.078*	75*
NS(=O)(=O)c1ccc(NC(=O)CCCN2C(=O)c3cccc4cccc(c34)C2=O)cc1	i	0.073	77
O=C(c1ccc(N2CCCC2)nn1)N1CCN(C(=O)c2ccco2)CC1	i	0.046	38
Cc1cc(=O)[nH]c(-n2nc(C)c(CCC(=O)N3CCN(C(=O)c4ccco4)CC3)c2C)n1	i	0.1	48
O=C(Nc1ccc(F)cc1)N1CCC(CNS(=O)(=O)c2ccc(OC(F)(F)F)cc2)CC1	i	0.062	26
CC(C)(C)n1nc2c(c1-n1cccc1)CN(C(=O)c1csc(-c3ccccc3)n1)C2	i	0.076	49
CC(=O)c1ccc(C(=O)Nc2nnc(-c3cccs3)o2)cc1	i	0.15	55
O=C(CN1CCC(COCc2ccccc2)CC1)Nc1ccc2c(c1)OCCO2	i	0.071	56
O=C(CSc1nc(=O)n(CC2CCCO2)c2c1CCCC2)Nc1ccc(F)c([N+](=O)[O-])c1 (configuration not stated)	i	0.073	62
CSc1nc(N2CCOCC2)c2cnn(CCNC(=O)C3CCCC3)c2n1	i	0.04	53
COc1cc(-c2noc(CSc3nc(-c4ccccc4)cc(=O)[nH]3)n2)cc(OC)c1OC	i	0.071	61
CCOc1ccc(C(=O)Nc2ccc(N3CCN(C)CC3)cc2)cc1[N+](=O)[O-]	i	0.067	31
CCN(C(=O)c1ccc(=O)n(Cc2ccc(F)cc2)c1)c1cccc(C)c1	i	0.06	62
COc1ccc(NC(=O)C2CCCC2)cc1N1CCCCC1=O	i	0.044	38
COc1ccc(CCn2c(N)c(C(=O)NCC3CCCO3)c3nc4ccccc4nc32)cc1 (configuration not stated)	i	0.14	61
O=C(Cc1csc(NC(=O)C2CCC(=O)N2)n1)Nc1ccc(F)c(F)c1 (configuration not stated)	i	0.06	51
CCOc1nn(CC)cc1-c1nnc(SCC(=O)N2CCCc3ccccc32)n1C	i	0.038	45
O=C(CCc1csc(NS(=O)(=O)c2ccc(F)cc2)n1)NC1CC1	i	0.1	62
COc1cccc(OC)c1C(=O)N1c2ccccc2CC1C(N)=O (configuration not stated)	i	0.053	44
COc1ccccc1NC(=O)N1CCC(CNC(=O)C(=O)NC(C)c2ccccc2)CC1 (configuration not stated)	i	0.079	55
COc1ccc(S(=O)(=O)CCCC(=O)NCc2ccccc2)cc1	i	0.078	56
C#CCn1c(=NC(=O)CC)sc2cc(F)ccc21	i	0.065	30
CN1C(=O)N(C)C2(CCN(C(=O)C3CCCC3)CC2)C1=O	i	0.075	60
Cc1ccc(-c2ccc(=O)n(CCNC(=O)C(C)Oc3ccccc3F)n2)cc1 (configuration not stated)	i	0.071	32
O=C(c1cnn(-c2ccccc2)n1)N1CCC(Cn2cccn2)CC1	i	0.12	80
C=CCN1CC(c2nc3ccccc3n2Cc2ccc(C(C)C)cc2)CC1=O (configuration not stated)	i	0.14	49
CCOC(=O)N1CCC(NC(=O)C2CCN(c3cc(Sc4cc(C)ccc4C)ncn3)CC2)CC1	+	0.2*	59*

In the list so far, these have a Cl atom:
SMILES	GluA2 TARP mod	GluA2 TARP mod agonism max-min	GluA2 TARP mod glutamate slope
O=C(NCCCn1nc(-c2ccc(Cl)cc2)ccc1=O)c1ccc2ccccc2n1	i	0.067	69
COc1ccc(NC(=O)CC2SC(N)=NC2=O)cc1Cl (configuration not stated)	i	0.065	59
CC(C)(C)NC(=O)N1CCC(CNC(=O)COc2ccc(Cl)cc2)CC1	i	0.051	33
O=C(Cc1ccccc1Cl)Nc1ccc2c(c1)N(S(=O)(=O)c1ccc(F)cc1)CCC2	i	0.09	48
O=C1C2CC=CCC2C(=O)N1c1ccc(Cl)cc1O (configuration not stated)	i	0.084	38

Next section.
SMILES	GluA2 TARP mod	GluA2 TARP mod agonism max-min	GluA2 TARP mod glutamate slope
CCSc1ccccc1C(=O)N1CCN(c2ncnc3c2nnn3-c2ccc(OC)cc2)CC1	+	0.21*	59*
CCCCN(C)C(=O)Cn1c(C(C)NC(=O)c2ccco2)nc2ccccc21 (configuration not stated)	i	0.11	49
O=C(NCC(O)(c1ccco1)C1CC1)C(=O)Nc1ccc(OC(F)(F)F)cc1 (configuration not stated)	i	0.12	64
Cc1cccc2sc(N(Cc3ccccc3)C(=O)CCCS(=O)(=O)c3ccccc3)nc12	i	0.036	47
O=C(Cn1cnc(-c2cccs2)cc1=O)Nc1ccc(-c2cn3ccsc3n2)cc1	i	0.095	64
